ATXN viability = viability counter-screen for ATXN expression inhibitors. S2 cells (HEK-293 line with an ATXN2-luciferase reporter) viability, CellTiter-Fluor protease fluorescence, 24 h. 400,000 tested, 0.49% active. Potency, µM (series often up to 56.7 µM), actives largely listed as cytotoxic. AID 651635; note: potency is the fitted concentration of half-maximal effect; nearly all actives have a fitted effect of over 40% in size
IL1B secr inh = inhibitors of inflammasome signaling (IL-1 beta secretion); 360,000 tested, 4.7% active; THP-1 LPS/ATP IL-1B secretion, AlphaLISA, 16 h; active compounds read low; activity change, % at 57.5 µM; in the data active = activity change below about -50%; inconclusive = mostly about -30% to -49%; note: % is set by controls: 0 for no effect and ±100 for the full control effect
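THP-1 cells pretreated 1 hr with compounds (up to 57.5 uM final), then stimulated with LPS (250 ng/mL final) plus ATP (1.25 mM final); secreted IL-1B measured by AlphaLISA after 16 hr, decreased signal indicating inhibition.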
KB-3-1 cytotox = KB-3-1 parental cell cytotoxicity; KB-3-1 viability, CellTiter-Glo ATP luminescence, 72 h; Potency, µM (titrated, usually from 46.1 µM), inactives show top-dose activity change, negative = cytotoxic, hits mostly cytotoxic; 400,000 tested, 1.4% active; note: potency is the fitted concentration of half-maximal effect; % is set by controls: 0 for no effect and ±100 for the full control effect; nearly all actives have a fitted effect of over 60% in size
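Parental KB-3-1 viability, qHTS format: 72 h compound exposure, 37 °C; CellTiter-Glo; media-only wells and DMSO plates as controls; concentration-effect fits on corrected data.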
SW480 rereplic = inducers of DNA re-replication in SW480 colon cancer cells; 340,000 tested, 1.8% active; Potency, µM (top dose mostly 46.1 µM), for inactives: at the highest dose re-replication activation, usual class: activators; SW480 DNA re-replication, Hoechst DNA content imaging, 48 h; note: potency is the fitted concentration of half-maximal effect; % of control where 0% means no effect; nearly all actives have a fitted effect of over 55% in size
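Image-based read-out: total Hoechst fluorescence of nuclei (405 nm excitation, 500-530 nm emission), with hits raising the fraction of high-intensity nuclei. SW480 colon cells incubated 48 hr with compounds at 37 C.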
HT1080NT lethal = kills 2HG-producing HT-1080-NT fibrosarcoma cells; HT-1080-NT fibrosarcoma viability, CellTiter-Glo ATP luminescence, 48 h; Potency, µM (doses to about 46.1 µM), without a hit: at the highest dose activity, negative = less viability, actives largely listed as cytotoxic; 360,000 tested, 1.6% active;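 note: NT is the 2HG producing partner of a matched IDH1 knockdown line; potency is the fitted concentration of half-maximal effect; 0% = DMSO-treated cells and -100% = media-only wells without cells; nearly all actives have a fitted effect of over 55% in size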
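Read-out is CellTiter-Glo luminescence after 10 minutes at room temperature, following 48 hours' compound treatment of HT-1080-NT cells (750 cells/well, RPMI, 5% FBS, 37 degrees C).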
KB-V1 MDR tox = kills drug-selected multidrug resistant KB-V1 cells; 400,000 tested, 3.4% active; AID 1347076; KB-V1 MDR cells viability, CellTiter-Glo, 72 h; Potency, µM (titrated, usually from 46.1 µM), for the others: top-dose activity change, negative = cytotoxicity, hits mostly cytotoxic; note: potency is the fitted concentration of half-maximal effect; % is set by controls: 0 for no effect and ±100 for the full control effect; nearly all actives have a fitted effect of over 60% in size
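qHTS viability screen in drug-selected KB-V1 MDR cells: 72 h compound treatment at 37 degrees C, ATP luminescence end point.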
ATXN2 expr inh = inhibitors of ATXN2 expression; 360,000 tested, 0.72% active; AID 1745845; Potency, µM (top dose mostly 57 µM), for the others: top-dose activity change, negative = inhibition, most hits filed as inhibitors; HEK-293 ATXN2-luciferase reporter, luminescence, 24 h; note: potency is the fitted concentration of half-maximal effect; % is set by controls: 0 for no effect and ±100 for the full control effect; nearly all actives have a fitted effect of over 55% in size
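ATXN2-luciferase reporter cells (luciferase flanked by upstream and downstream ATXN2 gene portions) were treated 24 h at 37 °C with compounds at up to 57 uM. SteadyGlo luminescence gave expression; GF-AFC fluorescence gave viability.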
HT1080 IDH1KD tx = toxicity to HT-1080 IDH1 knockdown cells (counter line) | HT-1080 IDH1 knockdown viability, ATP luminescence, 48 h | Potency, µM (top dose mostly 46.1 µM), for the others: at the highest dose activity, negative = toxicity, most hits filed as cytotoxic | 360,000 tested, 2% active;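 note: potency is the fitted concentration of half-maximal effect; 0% = DMSO wells and -100% = cell-free medium wells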
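In this qHTS, HT-1080 cells depleted of IDH1 are exposed for 48 h at 37 °C to compound titrations. Toxicity is scored from CellTiter-Glo luminescence, with DMSO as full viability and medium alone as none.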
MCF10A rereplic = induces DNA re-replication in MCF 10a normal breast cells; MCF 10A DNA re-replication, Hoechst nuclear intensity, 48 h; Potency, µM (top dose mostly 46.1 µM), for the others: at the highest dose activity, positive = re-replication, most hits filed as activators; 350,000 tested, 2.9% active; note: potency is the fitted concentration of half-maximal effect; % of control where 0% means no effect; nearly all actives have a fitted effect of over 50% in size
The depositor's hits bear a star; i = inactive; ? = inconclusive; · = not tested or not shown; [ ] = dose if it differs, or a comment. Unless noted, calls come from the whole dose curve; as a rule, active = well fitted curve in the direction sought with a large enough effect; inconclusive = small, poorly fitted or top-dose-only effect, or another doubt; inactive = no such curve, though single readings can be large; an effect the other way counts as inactive or inconclusive.

SMILES	ATXN viability	IL1B secr inh	KB-3-1 cytotox	SW480 rereplic	HT1080NT lethal	KB-V1 MDR tox	ATXN2 expr inh	HT1080 IDH1KD tx	MCF10A rereplic
CC(C#CCN1CCCCC1)OCCOCc1ccccc1 (centres undefined)	i	2.2	0.0%	0.2%[9.22 µM]	-2.4%	-12.1%	-10.6%	0.3%	26.0%
Cc1cc(C)c(C(=O)CSc2nnc(N)s2)cc1C	i	14.4	13.1%	6.3%	-0.5%	7.1%	37.9%	-0.4%	2.4%
CC(C)OC(=O)C(CC(=O)O)N1CCOCC1 (centres undefined)	i	1.3	22.1%	0.5%	29.3%	?	3.0%	18.0%	-0.9%
Nc1cc(=O)[nH]c(SCc2nnnn2-c2ccc(Cl)cc2)n1	i	16.1	7.8%	-0.8%	6.0%	-2.1%	3.4%	12.1%	?
CCc1cccc(OCC2Cn3c(nc4c3c(=O)[nH]c(=O)n4C)O2)c1 (centres undefined)	i	46.6	-10.1%	-8.9%	2.8%	?	-14.9%	3.0%	-1.3%
C#CCOCCOCCOCCNc1nc(N2CCN(C(=O)[C@H](CCC(=O)O)n3cc(C(N)Cc4ccc(O)cc4)nn3)CC2)nc(N2CCN(C(=O)[C@H](Cc3cc4ccccc4[nH]3)n3cc(C(N)[C@H](C)CC)nn3)CC2)n1 (some centres undefined)	i	3.4	27.5%	-8.3%	3.6%	?	12.7%	6.0%	9.7%
COc1ccc(N2CCN(S(=O)(=O)c3cn(C)c(=O)n(C)c3=O)CC2)cc1	i	25.6	10.5%	-15.3%	0.1%	1.9%	2.9%	-1.1%	2.9%
CC1C(=O)N(Cc2cn(CCC3OCCCO3)nn2)CCS(=O)(=O)N1Cc1ccc(-c2ccc(F)nc2)cc1 (centres undefined)	i	28.4	-3.4%	·	0.9%	-6.3%	1.7%	1.5%	·
COc1ccccc1N1CCN(CC(O)c2ccccc2)CC1 (centres undefined)	i	3.2	-6.2%	-9.0%	4.0%	-15.8%	7.4%	0.9%	-0.9%
O=C(CCN1CCCCCC1)Nc1ccc(F)c(F)c1	i	-24.5	-7.4%	-2.1%	-17.2%	-7.4%	-4.6%	-7.7%	-1.9%
COc1cc(NC(=O)CSc2ccc(-c3ccccn3)nn2)cc(OC)c1	i	47.1	?	?	-18.4%	?	?	?	?
CCCC(C)NC(=O)Cc1ccccc1[N+](=O)[O-] (centres undefined)	i	28.3	-3.7%	1.0%	-1.2%	-3.4%	-2.0%	-9.3%	0.2%
Cc1ccccc1NC(=O)c1sc2nc3c(c(-c4ccco4)c2c1N)CCC3	i	-69.5*	10.4%	9.2µM*	19.2%	2.5%	2.6%	15.7%	?
COc1ccc(COC(=O)C2=C(C)NC(=O)NC2c2cccc(Br)c2)cc1 (centres undefined)	?	-1.4	?	?	?	-13.0%	?	-28.8%	?
COc1ccc(CCN2C(=O)C3C4CC(C5C(C(=O)N/N=C\c6ccc(Cl)cc6)=NOC45)C3C2=O)cc1OC (centres undefined)	i	6.8	10.1%	-3.1%	-0.6%	0.0%	0.9%	-0.1%	-4.7%
O=C(COC(=O)COc1ccccc1)Nc1ccc2c(c1)OCCO2	i	-4.3	4.1%	-5.2%	17.3%	17.9%	2.5%	25.4%	-1.9%
CCOCCCNC(=O)CC1Oc2ccc(C)cc2NC1=O (centres undefined)	i	3.9	-12.4%	-5.0%	2.3%	-0.5%	-10.7%	3.3%	1.7%
Nc1nnc(N2CCCCCC2)s1	i	-13.4	-1.1%	-10.9%	5.8%	3.1%	2.1%	19.6%	4.8%
CCC(CC)C(=O)c1c[nH]c(C(=O)NCc2ccccc2OC)c1	i	-12.1	-6.2%	-8.2%	-5.4%	-4.0%	-10.0%	-8.0%	1.2%
COC(=O)CC1Oc2ccccc2-n2cc(-c3ccccc3)nc21 (centres undefined)	i	·	-1.0%	·	·	9.7%	-10.0%	·	·
Cc1c(F)cccc1NS(=O)(=O)c1ccc2c(c1)c(=O)n(C)c(=O)n2C	i	-15.8	-11.1%	-11.3%	?	-27.3%	-3.3%	?	6.9%
O=C1CC(N2CCN(C(c3ccccc3)c3ccccc3)CC2)C(=O)N1Cc1ccc(N2CCCC2=O)cc1 (centres undefined)	·	4.0	6.0%	-6.0%	3.3%	21.3%	·	2.5%	-1.8%
Cc1ccc(S(=O)(=O)NNC(=O)c2cc3cc4ccccc4nc3s2)cc1	i	65.7	24.0%	-2.8%	-12.2%	4.6%	-18.7%	-1.0%	?
CN(C)c1ccc(-n2c(CCC(=O)O)ccc2-c2ccccc2)cc1	i	·	2.0%	·	·	-3.7%	8.6%	·	·
CC1CCN(C(=O)COC(=O)c2ccc3ccccc3n2)CC1	i	39.5	5.6%	4.6%	5.1%	7.4%	-2.3%	-7.2%	1.2%
Carrying on.
SMILES	ATXN viability	IL1B secr inh	KB-3-1 cytotox	SW480 rereplic	HT1080NT lethal	KB-V1 MDR tox	ATXN2 expr inh	HT1080 IDH1KD tx	MCF10A rereplic
Cc1nn(CC(=O)Nc2ccc(C(=O)N3CCCCC3)cc2)c(=O)c2ccccc12	i	-16.9	16.1%	-12.2%	4.9%	13.5%	-0.2%	7.8%	2.1%
COc1cc(-c2ccno2)ccc1S(=O)(=O)N1CCN(c2ccc(F)cc2)CC1	i	·	?	·	·	?	-4.8%	·	·
O=C(Oc1ccc([N+](=O)[O-])cc1)c1cncc(Br)c1	i	23.1	-0.4%	-4.8%	-0.3%	?	18.5%	-5.7%	2.4%
Cc1ccc(S(=O)Cc2nc(-c3ccc(C(=O)NCc4cccc(C)c4)cc3)oc2C)cc1 (centres undefined)	i	·	-9.0%	·	·	-11.0%	-14.7%	·	·
CCOC(=O)N1CCC(Nc2cc(C)nc3c(-c4ccccc4OC)c(C)nn23)CC1	i	-11.7	-11.3%	7.4%	-5.8%	-16.5%	?	-16.5%	0.9%
O=C(NCc1nc2ccccc2[nH]1)C1=C[C@@H](c2ccc(C(F)(F)F)cc2)C[C@@H](OCCCCO)O1	i	31.7	5.0%	-3.2%	-0.6%	-16.0%	-14.0%	-1.1%	15.3%
COc1ccc(Nc2nc(N3CCOCC3)nc(N3CCOCC3)n2)c(OC)c1	i	0.0	-34.2%	-12.0%	-3.2%	-22.0%	-0.4%	-5.0%	16.9%
COc1ccc(Cl)cc1-n1c(=S)sc2c(=O)n(-c3ccc(F)cc3)c(SCC(=O)O)nc21	i	14.4	9.2%	-4.0%	9.7%	?	-4.7%	9.8%	-1.8%
COc1ccc(OC)c(CNC(=O)C2CCN(S(=O)(=O)c3ccc4[nH]c(=O)oc4c3)CC2)c1	i	·	6.4%	·	·	-7.5%	11.9%	·	·
Cc1ccc(S(=O)(=O)NCC(C)n2nc(C)cc2C)cc1 (centres undefined)	i	25.2	9.7%	-4.5%	2.2%	-15.6%	15.2%	1.8%	8.7%
COc1ccccc1N(CC(=O)Nc1ccc2c(c1)OCO2)S(=O)(=O)c1ccccc1	i	7.5	-3.4%	2.8%	-8.0%	-27.3%	2.7%	-7.0%	11.7%
Cc1nn(C)cc1NC(=O)c1nn(C)cc1[N+](=O)[O-]	i	10.3	25.1%	-4.2%	17.3%	33.7%	-5.7%	20.8%	15.5%
CC/C(=N\NC(=O)c1cc(C)nc2ccccc12)c1ccc(C)s1	?	32.8	6.9%	?	?	28.0%	?	?	10.7%
COc1ccc(CCNC(=S)N2CCN(S(=O)(=O)c3ccc(F)cc3)CC2)cc1	i	7.6	-21.5%	-0.8%	-1.3%	-0.1%	-7.6%	-13.3%	10.2%
Cc1ccc(S(=O)(=O)CCC(=O)N2CCN(c3ccccc3O)CC2)cc1	i	?	3.4%	9.2µM*	-5.5%	-29.4%	-6.1%	1.7%	?
O=C(CC1Nc2ccccc2NC1=O)Nc1cc(Cl)cc(Cl)c1 (centres undefined)	i	7.5	-1.3%	1.84µM*	-11.4%	0.0%	-16.9%	-29.8%	?
O=C(Nc1ccc(S(=O)(=O)N2CCc3ccccc3C2)cc1)C1CCCO1 (centres undefined)	i	4.5	?	16.8%	0.2%	-4.5%	-9.3%	-23.7%	17.1%
COc1cccc(OC)c1C(=O)Nc1ccccc1N1CCCCC1	i	-50.5*	?	-4.8%	-0.1%	?	-25.0%	-4.5%	1.2%
CC(=O)N1CCN(c2ccc(NC(=S)NC(=O)COc3ccc(C(C)(C)C)cc3)cc2)CC1	i	1.9	-17.4%	0.0%	?	-7.0%	-30.4%	?	?

Given with values under each structure: entries from further up
The line under a structure holds: ATXN viability | IL1B secr inh | KB-3-1 cytotox | SW480 rereplic | HT1080NT lethal | KB-V1 MDR tox | ATXN2 expr inh | HT1080 IDH1KD tx | MCF10A rereplic
CC/C(=N\NC(=O)c1cc(C)nc2ccccc12)c1ccc(C)s1
→ ? | 32.8 | 6.9% | ? | ? | 28.0% | ? | ? | 10.7%
COc1ccc(CCNC(=S)N2CCN(S(=O)(=O)c3ccc(F)cc3)CC2)cc1
→ i | 7.6 | -21.5% | -0.8% | -1.3% | -0.1% | -7.6% | -13.3% | 10.2%
Cc1ccc(S(=O)(=O)CCC(=O)N2CCN(c3ccccc3O)CC2)cc1
→ i | ? | 3.4% | 9.2µM* | -5.5% | -29.4% | -6.1% | 1.7% | ?
O=C(CC1Nc2ccccc2NC1=O)Nc1cc(Cl)cc(Cl)c1 (centres undefined)
→ i | 7.5 | -1.3% | 1.84µM* | -11.4% | 0.0% | -16.9% | -29.8% | ?
O=C(Nc1ccc(S(=O)(=O)N2CCc3ccccc3C2)cc1)C1CCCO1 (centres undefined)
→ i | 4.5 | ? | 16.8% | 0.2% | -4.5% | -9.3% | -23.7% | 17.1%
COc1cccc(OC)c1C(=O)Nc1ccccc1N1CCCCC1
→ i | -50.5* | ? | -4.8% | -0.1% | ? | -25.0% | -4.5% | 1.2%
CC(=O)N1CCN(c2ccc(NC(=S)NC(=O)COc3ccc(C(C)(C)C)cc3)cc2)CC1
→ i | 1.9 | -17.4% | 0.0% | ? | -7.0% | -30.4% | ? | ?
